# FBPA Giardia inh: inhibitors of Giardia lamblia fructose-1,6-bisphosphate aldolase | purified Giardia FBPA | Potency, µM (highest dose often 59.6 µM), for inactives: top-dose activity, negative = inhibition, actives largely listed as inhibitors | hit rate 0.71% among 290,000; note: potency is the fitted concentration of half-maximal effect; nearly all actives have a fitted effect of over 55% in size
# Target sequence (A8B2U2 whole entry, looked up): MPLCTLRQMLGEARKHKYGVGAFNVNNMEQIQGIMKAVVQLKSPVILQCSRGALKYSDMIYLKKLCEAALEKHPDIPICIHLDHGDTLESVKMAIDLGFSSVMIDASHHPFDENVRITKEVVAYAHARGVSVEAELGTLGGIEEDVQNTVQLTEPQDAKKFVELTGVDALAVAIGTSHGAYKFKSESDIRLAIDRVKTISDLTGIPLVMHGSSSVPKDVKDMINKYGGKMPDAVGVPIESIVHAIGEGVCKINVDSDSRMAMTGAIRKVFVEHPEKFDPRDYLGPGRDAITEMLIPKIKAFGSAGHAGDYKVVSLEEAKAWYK
#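 Giardia FBPA (40 nM reagent) was preincubated 10 min at RT with compound (up to 57.5 uM final), then substrate plus GAPDH/TPI/NAD/arsenate coupling system with diaphorase/resazurin was added; resorufin fluorescence (525/598 nm) was read after 20 min.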
# AMA1-RON2 inh: AMA1-RON2 (P. falciparum) interaction inhibition; AlphaScreen AMA1-biotinylated RON2 peptide binding; Potency, µM (doses to about 58.2 µM), inactives show top-dose activity change, negative = inhibition, most hits filed as inhibitors; hit rate 0.2% among 360,000;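 note: potency is the fitted concentration of half-maximal effect; 0% = vehicle wells and -100% = peptide control; nearly all actives have a fitted effect of over 45% in size; some results filed as inactive show a strong effect at the top dose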
#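 AMA1 (3D7) with his tag at 25 nM final met compounds first, then biotinylated RON2 peptide at 25 nM; detection used donor plus acceptor beads, 10 µg/mL apiece, read by AlphaScreen after 30 min at room temperature.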
# Sm TGR inh: inhibitors of Schistosoma mansoni thioredoxin glutathione reductase; Q962Y6; purified TGR, DTNB reduction, TNB absorbance 405 nm; Potency, µM (titrated, usually from 114 µM), for inactives: top-dose activity change, negative = inhibition, usual class: inhibitors; hit rate 3% among 360,000; AID 485364; note: potency is the fitted concentration of half-maximal effect; nearly all actives have a fitted effect of over 60% in size
#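 Kinetic colorimetric format: TGR-catalysed, NADPH-driven DTNB reduction monitored via TNB absorbance. Enzyme dispensed at 20 nM; compound exposure 15 min at room temperature before reaction start.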
# AmpC inh detg: AmpC beta-lactamase inhibition with detergent present. AmpC hydrolysis of nitrocefin, absorbance 480 nm, 0.01% Triton. Potency, µM (top dose mostly 114 µM), inactives show at the highest dose activity change, negative = inhibition, most hits filed as inhibitors. P00811. hit rate 0.041% among 370,000;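 note: potency is the fitted concentration of half-maximal effect; 0% = no-compound wells and -100% = no-enzyme wells; nearly all actives have a fitted effect of over 25% in size; some results filed as inactive show a strong effect at the top dose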
# Target sequence (P00811 whole entry, looked up): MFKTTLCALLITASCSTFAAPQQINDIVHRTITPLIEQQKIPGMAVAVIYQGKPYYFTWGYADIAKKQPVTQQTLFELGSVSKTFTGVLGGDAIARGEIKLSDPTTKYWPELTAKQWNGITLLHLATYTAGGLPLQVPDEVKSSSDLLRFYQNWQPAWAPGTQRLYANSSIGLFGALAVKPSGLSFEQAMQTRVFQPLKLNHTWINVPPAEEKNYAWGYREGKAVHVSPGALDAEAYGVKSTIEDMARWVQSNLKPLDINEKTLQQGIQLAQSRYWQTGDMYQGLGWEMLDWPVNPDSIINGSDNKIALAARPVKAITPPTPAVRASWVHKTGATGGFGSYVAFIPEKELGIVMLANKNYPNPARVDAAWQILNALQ
#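 20 mM phosphate pH 7.0 + 0.01% (detergent screen) or 0.0001% Triton X-100; 5.3 nM AmpC reagent; cpd preinc 15 min RT; nitrocefin (800 uM stock) to start; A480 q20 s × 4 min; Activity was normalised to no-enzyme and no-compound control wells.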
# HCV inh: inhibitors of hepatitis C virus infection; Huh7.5.1 HCVcc-Cre infection, luciferase reporter, 44 h; Potency, µM (series often up to 41.8 µM), without a hit: at the highest dose activity change, negative = inhibition, most hits filed as inhibitors; hit rate 3.4% among 340,000; note: potency is the fitted concentration of half-maximal effect
#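 Seed cells (1,000/well) for 4 h; treat with compound and infect with HCVcc-Cre, moi about 0.5. Incubate 44 h, then detect luciferase activity.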
# HCMV antiviral: human cytomegalovirus inhibition | activity change, negative = inhibition, % at 57.5 µM | hit rate 4.5% among 410,000 | HFF cells, HCMV-luciferase reporter, 72 h; stronger effect = lower value; in the data active = activity change below about -60%; inconclusive = no clear call, values can overlap the other calls; inactive = above about -39%
#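 HFF cells seeded 16 h at 37C, treated with compounds, infected with luciferase-reporter HCMV at MOI 1 PFU/cell; luciferase read at 72 h post infection, normalized to buffer-only and Salinomycin controls.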
# * hit, by the source's call; ? = inconclusive; / = no result given; & = joins results of further samples; [ ] = dose if it differs, or a comment. Unless noted, calls come from the whole dose curve; as a rule, active = well fitted curve in the direction sought with a large enough effect; inconclusive = small, poorly fitted or top-dose-only effect, or another doubt; inactive = no such curve, though single readings can be large; an effect the other way counts as inactive or inconclusive. Unless noted, % is set by controls: 0 for no effect and ±100 for the full control effect. This is a random part of the collection; 9.3% or so of the library scored in one or more.
SMILES,FBPA Giardia inh,AMA1-RON2 inh,Sm TGR inh,AmpC inh detg,HCV inh,HCMV antiviral
CC(NC(=O)CCl)c1ccc(Cl)c(Cl)c1 (stereo not given),0%,-18%,16µM*,?,?,20
CCc1nc(N2CCN(C(=O)c3ccco3)CC2)c2c3c(sc2n1)CCCC3,4%,-15%,56µM*,0%,?,-24
Cc1cnc(C(=O)N2CCN(S(=O)(=O)c3cccc(Br)c3)CC2)cn1,/,-1%,/,/,-2%,-31
Cn1c(=O)cc(N2CCOCC2)[nH]c1=O,-15%,11%,19%,4%,17%,3
Cc1cc(NC(=O)CN2CCN(C)CC2)no1,?,-26%,-3%,?,11%,13
CCCCNC(=O)CNC(=O)c1nn(-c2ccc(OC)cc2OC)c(=O)c2ccccc12,-4%,3%,-6%,-4%,12%,-29
COc1ccc(Oc2nc(C(F)(F)F)nc3ccccc23)cc1,1%,32%[activator],6%,2%,-9%,?
O=C(CCNC(=O)c1ccccc1)Nc1ccc(S(=O)(=O)Nc2ncccn2)cc1,/,-2%,/,/,-7%,-13
O=C(O)c1ccc(N2C(=O)c3[nH]nc(-c4ccccc4)c3C2c2ccccc2)cc1 (stereo not given),-13%,-10%,0%,1%,24%,-30
O=C(/C=C/c1ccccc1)Nc1ccc(N2CCCCC2)cc1,-12%,-18%,-2%,?,-1%,23
O=C(/C=C/c1ccc2c(c1)OCO2)N1CCN(c2n[nH]c(=O)[nH]c2=O)CC1,-17%,-8%,-15%,-7%,-11%,-26
CC(=O)C1=C(c2ccc(Br)cc2)N(C(C)=O)n2c(nnc2C2CCCCC2)S1,/,/,17%,-5%,/,39
CC1CCc2nc(N)c(C#N)c(-c3cccnc3)c2C1 (stereo not given),-2%,1%,-12%,?,?,-66*
COCc1cc(C)nc2sc(C(=O)Nc3ccccc3OC)c(N)c12,4%,70%[activator],-5%,1%,?,-9
CCc1ccc(CN(C(=O)COc2c(C)cccc2C)C2CCS(=O)(=O)C2)cc1 (stereo not given),-8%,-2%,-3%,-4%,-21%,-109*
CC1(C)CC(=O)C(C=NCCN2CCN(C(=O)CCl)CC2)=C(O)C1,0%,92%[activator],18µM*,0%,-7%,-7
O=c1[nH]c2ccccc2nc1NCCN1CCOCC1,5%,11%,-4%,2%,-24%,-14
O=C(CCC(=O)Nc1nnc(C2CCCCC2)s1)Nc1ccccc1,11%,-1%,?,3%,12%,3
O=C(CSc1nnnn1C1CCCCC1)N1c2ccccc2Sc2ccccc21,-5%,-1%,2%,5%,?,?
CN1CCN(C(=O)c2ccc(CNS(=O)(=O)c3cccc(Cl)c3)cc2)CC1,/,1%,-10%,1%,3%,35
O=C(O)C(c1ccccc1)N1C(=O)/C(=C\c2ccc(-c3ccc(Br)cc3)o2)SC1=S (stereo not given),-7%,-6%,?,?,-28%,-10
O=C(c1oc2ccccc2c1N1CCCCC1)N1CCCCC1,5%,-9%,-10%,3%,?,-23
NS(=O)(=O)c1ccc(NC(=O)C2Cc3ccccc3C(=O)O2)cc1 (stereo not given),4%,0%,-2%,-1%,11%,-22
CC(=O)N[C@@H](Cc1c[nH]c2ccccc12)C(=O)OCc1cc(C(F)(F)F)cc(C(F)(F)F)c1,-27%&-30%,15%,-16%,0%,36%[activator],?
O=C(Nc1ccccc1O)c1ccc2c(c1)C(=O)N(Cc1ccco1)C2=O,/,3%,-29%,-12%,-17%,15
Cn1ncc2c(Nc3ccccc3Cl)nc(Nc3ccccc3Cl)nc21,1%,-13%,-13%,-6%,6.3µM*,-17
O=C(N/N=C\C1CC=CCC1)c1ccc(Br)o1 (stereo not given),/,16%,?,-5%,7%,-19
COCCSc1ccccc1C(=O)N1CCC(Cc2ccccc2)CC1,7%,-5%,26%,-8%,14%,8
N#CC1CCN(C(=O)c2ccc3c(Cl)c4c(nc3c2)CCCC4)CC1,16%,-10%,-24%,?,8%,?
CCOc1ccc(NC(=O)c2c3c(nc4ccccc24)CCC3)cc1,1%,11%,12%,-1%,13%,-17
COC(=O)Cn1c(CN2CCOCC2)nc2c1c(=O)[nH]c(=O)n2C,1%,11%,0%,?,0%,60
CCCN1C(=O)C(Cc2nc3ccccc3c(=O)n2-c2ccccc2)c2cc(C)ccc21 (stereo not given),5%,-9%,3%&-11%,-1%&-16%,-22%,-11&33
CCCCCOC(=O)CSc1nnc(-c2ccccc2)c(=O)[nH]1,-1%,4%,2%,2%,7%,-6
CCOC(=O)CN1C(=O)C(O)(CC(=O)c2ccc3c(c2)CCCC3)c2ccccc21 (stereo not given),-12%,3%,-3%,0%,-20%,-16
Cc1cccc(C(=O)NCCc2nc3ccccc3n2Cc2ccc(Cl)cc2)c1,/,/,6%,7%,/,-29
Cc1ccc(CSC2=CS(=O)(=O)c3ccccc3N2)cc1,7%,-7%,-17%,-2%,-11%,-24
CC1(C)CC(=O)c2cn3nc(C(F)(F)F)nc3nc2C1,1%,14%,-16%,4%,-4%,18
S=C(NCCCN1CCOCC1)N1CCN(c2nc(-c3ccc(Cl)cc3)cs2)CC1,0%,-27%,6%,-1%,3.2µM*,-91*
Cc1ccc(-c2csc(NC(=O)c3ccc4c(=O)n5c(nc4c3)CCCCC5)n2)cc1,0%,-5%,-10%,-5%,?,-66*
CC1=C(C(=O)OCc2ccc3c(c2)OCO3)C(c2ccccc2)NC(=O)N1 (stereo not given),1%,-1%,3%[11.4 µM],-7%,?,-92*
CC1CN(CCCCOc2ccc(C(C)C)cc2)CC(C)O1 (stereo not given),?,-13%,-1%,-3%,-4%,19
Cc1cccc(NC(=O)CS(=O)(=O)c2c[nH]c3ccccc23)c1C,19%[12.9 µM],0%,1%,-10%,15%,70
COc1ccccc1NC(=O)N1CCN(Cc2ccc3c(c2)OCO3)CC1,?,0%,10%,-2%,3%,?
CCC(C)Cn1c(COc2ccc(OC)cc2)nc2ccccc21 (stereo not given),/,/,2%,21%,/,5
COc1ccc(CNC(=O)C(C)OC(=O)c2cccc(N(C)C)c2)cc1 (stereo not given),/,-1%,/,/,?,29
CCn1c(=O)c(CCC(=O)N2CCOCC2)c(C)c2c(C)nn(-c3ccccc3)c21,/,-1%,9%,2%,?,/
COc1ccccc1CNC(=O)CN(C)S(=O)(=O)c1ccc2c(c1)n(C)c(=O)c(=O)n2C,/,-1%,-11%,0%,14%,-22
C=C(C)C(=O)OCC(=O)NCc1ccccc1,7%,11%,0%,5%,23%,-15
Cc1ccc(CNC(=O)c2nn(C)c(C)c2[N+](=O)[O-])cc1,0%,1%,5%,-9%,33%[activator],-27
COc1ccc(NC(=O)Cc2c(F)cccc2Cl)cc1,-10%,0%,/,-10%,1%,-17
O=C(N=c1ccn(-c2nc3ccccc3nc2NS(=O)(=O)c2ccc(Cl)cc2)cc1)c1ccccc1Cl,22%,/,-7%,3%,/,/
COC(=O)COc1coc(CN2CCN(c3cccc(Cl)c3)CC2)cc1=O,/,3%,4%,-9%,15%,-13
CCOC(=O)c1csc(NNC=O)n1,-5%,-6%,-2%,-12%,32%[activator],5
NC(=NCc1ccccc1)c1cccc([N+](=O)[O-])c1,?,0%,0%,2%,17%,77
Cc1cc(C(=O)Nc2cc(C(F)(F)F)ccc2N2CCOCC2)no1,/,-5%,-8%,-14%,/,45
Cc1csc(NC(=O)c2cc3ccccc3o2)n1,/,-2%,0%,?,?,0
CCOc1ccc(Nc2ncnc3onc(-c4ccc(Cl)cc4)c23)cc1,/,/,16%,13%,/,-34
COc1ccc(/C=C2\Oc3cc(OCC(=O)N4CCC(C(=O)O)CC4)ccc3C2=O)c(OC)c1OC,7%,-8%,2%,1%,?,-7
O=C(NCc1ccccn1)Nc1ccc(F)cc1,5%,3%,1%,-10%,13%,25
OCCC1CN(Cc2cnc(-c3ccccc3)s2)CCN1Cc1ccccc1 (stereo not given),1%,-11%,17%,2%,?,?

# Record cards, from the list above:
# Cc1cc(C(=O)Nc2cc(C(F)(F)F)ccc2N2CCOCC2)no1 is listed with FBPA Giardia inh: /; AMA1-RON2 inh: -5%; Sm TGR inh: -8%; AmpC inh detg: -14%; HCV inh: /; HCMV antiviral: 45
# OCCC1CN(Cc2cnc(-c3ccccc3)s2)CCN1Cc1ccccc1 (stereo not given) is listed with FBPA Giardia inh: 1%; AMA1-RON2 inh: -11%; Sm TGR inh: 17%; AmpC inh detg: 2%; HCV inh: ?; HCMV antiviral: ?

# A draw from above in order of count of non-hydrogen atoms, high to low.
SMILES,FBPA Giardia inh,AMA1-RON2 inh,Sm TGR inh,AmpC inh detg,HCV inh,HCMV antiviral
COc1ccc(NC(=O)Cc2c(F)cccc2Cl)cc1,-10%,0%,/,-10%,1%,-17
NC(=NCc1ccccc1)c1cccc([N+](=O)[O-])c1,?,0%,0%,2%,17%,77
CCOC(=O)c1csc(NNC=O)n1,-5%,-6%,-2%,-12%,32%[activator],5

# Next records follow.
SMILES,FBPA Giardia inh,AMA1-RON2 inh,Sm TGR inh,AmpC inh detg,HCV inh,HCMV antiviral
O=C(COC(=O)/C=C/c1cccc(Br)c1)NC1CCCC1,/,0%,/,/,16%,-100*
O=C(CN1CCN(c2ncccn2)CC1)N1CCc2ccccc21,3%,-7%,3%,4%,4%,22
Cn1c(=O)[nH]c(=O)c2c1[nH]c(=S)n2Cc1ccc(Cl)cc1,?,34%[activator],-5%,?,-20%,8
CC(C)C(=O)Nc1c2c(nn1-c1ccc(F)cc1)CSC2,10%,-3%,-5%,2%,8%,0
Cn1c(=O)c2c(ncn2CC(=O)NCc2cccnc2)n(C)c1=O,3%,3%,9%,?,7%,21
O=C(CN1CCN(c2ccccc2)CC1)Nc1ccccc1Cl,2%,-1%,8%,-1%,1%,-33
Cc1cccc(CC(=O)NCCc2csc(-c3ccc(C(F)(F)F)cc3)n2)c1,/,/,3%,3%,/,-21
S=C(Nc1ccccc1Cl)N1CCCCC1,1%,3%,1%,-9%,7%,23
O=C(Nc1c2c(nn1-c1ccccc1)CS(=O)(=O)C2)c1ccccc1C(F)(F)F,/,-6%,-13%,-14%,/,1
COc1ccc(Cl)cc1C1=CC(=O)C[C@H](c2ccc(F)cc2)C1,/,12%,3%,-6%,?,?
Cc1cnc(NC(=O)NCC2CCCC(CNC(=O)Nc3ncc(C)s3)C2)s1 (stereo not given),7%,-3%,-6%,-7%,-29%,?
C/C(=N\NC(=O)Cn1c(C)nc2ccccc21)c1cccs1,4%,-23%,-2%,-2%,?,-64*
COc1ccc(Cc2nnc(NC(=O)Nc3ccc(F)cc3)s2)cc1,-10%,3%,-15%,-9%,10%,8
CC(C)Oc1ccc(C(=O)OCC(=O)NC(=O)NC2CCCC2)cc1,/,2%,-14%,-6%,-14%,-26
O=C(OCc1ccc([N+](=O)[O-])cc1)C1CC(=O)N(c2ccccc2)C1 (stereo not given),4%,3%,2%,0%,1%,32
CCOC(=O)C1(Cc2ccccc2)CCCN(C(=O)C=C(C)C)C1 (stereo not given),0%,0%,0%,-8%,33%[activator],91
CC(=O)N1CCN(c2ccc([N+](=O)[O-])c(NCC3CCCO3)c2)CC1 (stereo not given),-16%,-2%,8%,-3%,?,15
O=C(c1ccc(F)cc1)N1CCCCC(Sc2nnnn2-c2ccccc2)C1=O (stereo not given),-2%,-1%,-6%,-7%,2%,27
